# L3MBTL1 block – qHTS Assay for the Inhibitors of L3MBTL1. Lethal(3)malignant brain tumor-like protein 1 (Homo sapiens), Q9Y468. AlphaScreen L3MBTL1–H3K9me1 peptide binding. Potency, µM (doses to about 57.1 µM), for the others: top-dose activity, negative = inhibition, most hits filed as inhibitors. hit rate 0.66% among 230,000. AID 485360, 2010; further: nearly all actives have a fitted effect of over 60% in size
#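 L3MBTL1 (50 nM) pre-complexed 30 min with biotinylated H3(1-15)K9me1 peptide (75 nM), then compounds added for 30 min at room temperature; AlphaScreen streptavidin donor/nickel chelate acceptor beads (10 ug/mL final) read after 30 min dark incubation.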
# RECQ1 inh – qHTS Assay for Inhibitors of RecQ-Like Dna Helicase 1 (RECQ1). AID 2549, 2010. Potency, µM (series often up to 57.3 µM), for the others: at the highest dose activity, negative = inhibition, most hits filed as inhibitors. hit rate 0.54% among 240,000. RECQ1 DNA unwinding, red fluorescence kinetic read. ATP-dependent DNA helicase Q1 (Homo sapiens), P46063;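 further: plate controls were vehicle for no effect and no enzyme for full effect; nearly all actives have a fitted effect of over 30% in size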
# Target sequence (P46063 whole entry, looked up): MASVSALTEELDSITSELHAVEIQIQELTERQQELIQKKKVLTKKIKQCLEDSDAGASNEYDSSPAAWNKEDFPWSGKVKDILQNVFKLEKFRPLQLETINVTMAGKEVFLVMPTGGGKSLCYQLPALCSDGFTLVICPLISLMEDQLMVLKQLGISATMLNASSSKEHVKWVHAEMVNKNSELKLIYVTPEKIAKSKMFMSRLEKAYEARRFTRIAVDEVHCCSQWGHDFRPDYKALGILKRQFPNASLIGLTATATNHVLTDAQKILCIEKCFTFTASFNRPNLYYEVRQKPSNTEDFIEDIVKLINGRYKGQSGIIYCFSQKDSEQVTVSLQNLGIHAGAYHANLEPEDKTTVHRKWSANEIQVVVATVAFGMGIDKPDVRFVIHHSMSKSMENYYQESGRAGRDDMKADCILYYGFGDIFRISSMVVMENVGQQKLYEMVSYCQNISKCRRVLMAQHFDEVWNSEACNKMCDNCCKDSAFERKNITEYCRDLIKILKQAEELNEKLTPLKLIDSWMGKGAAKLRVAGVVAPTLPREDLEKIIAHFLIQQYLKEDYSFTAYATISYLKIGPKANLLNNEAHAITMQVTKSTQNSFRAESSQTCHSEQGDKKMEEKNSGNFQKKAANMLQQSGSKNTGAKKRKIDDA
#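 RECQ1T1 50 nM; forked duplex (20 bp + 30-nt ss tails) 200 nM, ATP 2 mM final; pH 8.0, 2 mM MgCl2, 2.5 ug/ml poly(dI-dC); 15 min compound preincubation; discontinuous kinetic read over 2 h at RT.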
# RGS12 GoLoco inh – qHTS Assay for Inhibitors of RGS12 GoLoco Motif Activity (Red Fluorophore). Potency, µM (highest dose often 61.6 µM), for the others: at the highest dose activity, negative = inhibition, most hits filed as inhibitors. Gai1:RGS12 GoLoco peptide FP, rhodamine, 10 min. Guanine nucleotide-binding protein G(i) subunit alpha-1 (Homo sapiens), P63096. hit rate 0.44% among 230,000; active means well fitted inhibition curve with a large enough effect, not every such curve was filed as active; inactive means no such curve, though single readings can be large or run the other way; further: nearly all actives have a fitted effect of over 30% in size; many of its hits are not listed in these tables
# Target sequence (P63096 whole entry, looked up): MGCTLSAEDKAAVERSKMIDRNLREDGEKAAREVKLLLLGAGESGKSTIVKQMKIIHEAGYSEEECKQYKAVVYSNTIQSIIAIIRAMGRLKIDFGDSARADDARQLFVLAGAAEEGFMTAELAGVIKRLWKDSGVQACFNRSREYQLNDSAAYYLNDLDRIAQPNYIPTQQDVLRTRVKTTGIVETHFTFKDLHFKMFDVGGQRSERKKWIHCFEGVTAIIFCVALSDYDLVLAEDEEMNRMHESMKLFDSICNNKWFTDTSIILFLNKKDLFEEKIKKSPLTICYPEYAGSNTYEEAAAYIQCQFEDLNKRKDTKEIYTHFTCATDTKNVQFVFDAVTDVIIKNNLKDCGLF
# TRb-SRC2 inh – qHTS for Inhibitors of the Interaction of Thyroid Hormone Receptor and Steroid Receptor Coregulator 2 | Thyroid hormone receptor beta (Homo sapiens), P10828 | TRbeta-SRC2 peptide binding, fluorescence polarization; receptor liganded with 1 µM T3 | Potency, µM (series often up to 106 µM), for inactives: at the top dose activity change, negative = inhibition, most hits filed as inhibitors | hit rate 0.065% among 280,000 | AID 1469, 2008;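 further: plate controls were bound peptide for no effect and peptide without receptor for full effect; nearly all actives have a fitted effect of over 50% in size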
#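 TRb LBD 0.6 uM + Texas Red SRC2 peptide 20 nM, 1 uM T3, Tris buffer w/ 5% DMSO; compound pinned, 5 h RT; FP read ex 555/em 632; normalized to unbound and bound controls.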
# TexasRed fluor – Total Fluorescence Counterscreen for Inhibitors of the Interaction of Thyroid Hormone Receptor and Steroid Receptor Coregulator 2. TRb/SRC2 Texas Red total fluorescence interference. Potency, µM (top dose mostly 106 µM), inactives show at the top dose fluorescence change, negative = quenching. hit rate 0.29% among 280,000. AID 1479, 2009; active means well fitted curve in either direction with a large enough effect; inconclusive means small, poorly fitted or top-dose-only effect
#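 Human TRβ ligand-binding domain (0.6 uM) and Texas Red SRC2 peptide (20 nM) in Tris buffer with 1 uM T3 and 5% DMSO were incubated with pinned compound for 5 hr at ambient temperature. Total fluorescence was computed as S + 2P (555/632 nm).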
# GAA glycogen mod – qHTS Assay for Inhibitors and Activators of Human alpha-Glucosidase Cleavage of Glycogen. Lysosomal alpha-glucosidase (Homo sapiens), P10253. recombinant GAA, glycogen substrate, Amplex Red glucose oxidase fluorescence. Potency, µM (highest dose often 76.4 µM), for the others: at the highest dose activity change, negative = inhibition, most hits filed as inhibitors. hit rate 0.38% among 300,000;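 further: 0% = full enzyme reaction and -100% = no-enzyme basal signal; the screen sought inhibitors and activators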
#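 Recombinant human enzyme (4 nM); glycogen substrate; 37 C, 40 min, pH 5.0. Readout: coupled glucose oxidase/Amplex Red fluorescence.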
# GAA spleen mod – qHTS Assay for Inhibitors and Activators of Human alpha-Glucosidase From Spleen Homogenate; hit rate 0.006% among 240,000; Lysosomal alpha-glucosidase (Homo sapiens), P10253; human spleen homogenate, 4-MU-alpha-glucoside fluorescence; Potency, µM (series often up to 79.9 µM), without a hit: top-dose activity change, negative = inhibition, usual class: inhibitors;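 further: 0% = enzyme with vehicle and -100% = no enzyme basal signal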
#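 Enzyme source: human spleen homogenate, 1 ug/well. Buffer 50 mM citric acid/K phosphate pH 5.0, 0.01% Tween-20. 4-MU-alpha-glucoside 1 mM; 37 C x 40 min; NaOH/glycine stop; fluorescence.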
# GAA inhib – qHTS Assay for Inhibitors of Human alpha-Glucosidase as a Potential Chaperone Treatment of Pompe Disease; hit rate 0.005% among 200,000; Potency, µM (doses to about 76.9 µM), for the others: at the top dose activity change, negative = inhibition, most hits filed as inhibitors; Lysosomal alpha-glucosidase (Homo sapiens), P10253; purified human GAA, 4-MU-alpha-glucoside fluorescence;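 further: plate controls were uninhibited enzyme wells for no effect and no-enzyme background for full effect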
#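 qHTS format, compound range up to 77 uM. Human lysosomal enzyme at 4 nM, 400 uM 4-MU glucoside substrate, pH 5.0, 20 min room temperature; fluorescence after alkaline stop gives activity normalized to controls.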
# An asterisk follows results filed as active; i = inactive; ? = inconclusive; nt = not tested or not shown; & = joins results of further samples; [ ] = remark or other dose. Unless noted, the call rests on the fitted dose curve; in most records, active means well fitted curve in the direction sought with a large enough effect; inconclusive means small, poorly fitted or top-dose-only effect, or another doubt; inactive means no such curve, though single readings can be large; an effect the other way counts as inactive or inconclusive. Unless noted, on the % scale 0 is the no-effect control and ±100 the full control effect; potency means the concentration at half of the fitted maximal effect. A portion of the library (hit frequency here may not be typical).
SMILES,L3MBTL1 block,RECQ1 inh,RGS12 GoLoco inh,TRb-SRC2 inh,TexasRed fluor,GAA glycogen mod,GAA spleen mod,GAA inhib
CC(C)OCC(O)CS(=O)(=O)Cc1ccccc1 (centres undefined),nt,i,5%,-2%,1%,nt,-1%,-13%
O=C(CCn1nnc(-c2cccs2)n1)NCc1ccccc1Cl,nt,-1%,14%,9%,-6%,4%,-1%,1%
CC(=O)c1c(C)oc2ccc(O)c(CN3CCOCC3)c12,nt,10%,-22%,12%,0%,?,-9%,-9%
COc1nc(-c2ccccc2)ccc1-c1noc(COc2ccccc2)n1,nt,14%,20%,-13%,1%,-2%,-5%,-4%
C=CCn1c(SCC(=O)/C(C#N)=C(\C)N)nc2sc(CC)cc2c1=O,-5%,12%,20%,2%,1%,-2%,-14%,-14%
CN(CC(=O)Nc1ccc(F)c(F)c1)S(=O)(=O)c1cccc2nsnc12,-5%,-5%,-5%,-2%,1%,5%,-6%,13%
O=C(/C=C/c1ccccc1[N+](=O)[O-])N1CCN(C(=O)c2ccco2)CC1,11%,-13%,11%,-2%,-1%,4%,-7%,-2%
CCCn1c(NCc2ccccc2NS(=O)(=O)c2ccc(C)cc2)nc2ccccc21,-6%,-8%,-3%,3%,-2%,-9%,-9%,-1%
O=C(NCc1ccco1)c1ccc(N2CCCC2=O)cc1,-2%,i,0%,-12%,1%,-14%,3%,4%
O=C(CCl)c1ccc(Cc2ncc(C(F)(F)F)cc2Cl)s1,-6%,-5%,7%,-4%,5%,-1%,2%,-9%
COc1ccc(-c2nc(SCC(=O)Nc3cc(C)on3)n[nH]2)cc1,nt,22%,8%,-22%,-1%,8%,-20%,5%
CCN=C1SC(C(=O)Nc2cccc(Cl)c2)CC(=O)N1CC (centres undefined),nt,-12%,-3%,-13%,-1%,11%,-1%,-1%
CCOC(=O)N1CCN(C(=O)CN(C2CCCCC2)S(C)(=O)=O)CC1,5%,-13%,-1%,-3%,1%,-1%,-1%,2%
C=CCn1c(SCc2nc3ccccc3[nH]2)nnc1-c1ccc(OC)cc1,4%,i,7%,-9%,3%,6%,1%,-4%
O=C(COC(=O)c1c2c(nc3ccccc13)CCCCC2)NCc1ccc2c(c1)OCO2,-7%,-5%,-2%,3%,1%,-6%,-12%,-10%
NS(=O)(=O)c1ccc(NC(=O)COC(=O)COc2ccc3ccccc3c2)cc1,-23%,i,18%,-9%,1%,3%,12%,-3%
CCn1nnnc1SCC(=O)Nc1sc(C)c(C)c1C#N,nt,-9%,7%,1%,1%,2%,-5%,2%
Cc1cccc(NC(=O)c2nc[nH]c2C(=O)N[C@@H](Cc2ccccc2)C(=O)OCc2ccccc2)c1,nt,-9%,3%,8%,-1%,-14%,-4%,nt
CC(=O)c1ccc(NC(=O)CC(NCCC2=CCCCC2)C(=O)O)cc1 (centres undefined),4%,-18%,9%,9%,-1%,11%,-2%,-20%
COC(=O)c1ccc(NCC(=O)Nc2cc(C)cc(C)c2)cc1,4%,-2%,-32%,1%,0%,-8%,0%,nt

# Results in GAA spleen mod, TRb-SRC2 inh and GAA inhib, for two of the compounds above:
compound | GAA spleen mod | TRb-SRC2 inh | GAA inhib
CCN=C1SC(C(=O)Nc2cccc(Cl)c2)CC(=O)N1CC (centres undefined) | -1% | -13% | -1%
CCOC(=O)N1CCN(C(=O)CN(C2CCCCC2)S(C)(=O)=O)CC1 | -1% | -3% | 2%

# Reformatted with bars between the fields: part of the list above
SMILES | L3MBTL1 block | RECQ1 inh | RGS12 GoLoco inh | TRb-SRC2 inh | TexasRed fluor | GAA glycogen mod | GAA spleen mod | GAA inhib
COc1ccc(-c2nc(SCC(=O)Nc3cc(C)on3)n[nH]2)cc1 | nt | 22% | 8% | -22% | -1% | 8% | -20% | 5%
CCN=C1SC(C(=O)Nc2cccc(Cl)c2)CC(=O)N1CC (centres undefined) | nt | -12% | -3% | -13% | -1% | 11% | -1% | -1%
CCOC(=O)N1CCN(C(=O)CN(C2CCCCC2)S(C)(=O)=O)CC1 | 5% | -13% | -1% | -3% | 1% | -1% | -1% | 2%
C=CCn1c(SCc2nc3ccccc3[nH]2)nnc1-c1ccc(OC)cc1 | 4% | i | 7% | -9% | 3% | 6% | 1% | -4%

# Some values from above:
# Under RECQ1 inh, C=CCn1c(SCC(=O)/C(C#N)=C(\C)N)nc2sc(CC)cc2c1=O shows 12%
# Under TexasRed fluor, COC(=O)c1ccc(NCC(=O)Nc2cc(C)cc(C)c2)cc1 shows 0%
# Under GAA inhib, COc1ccc(-c2nc(SCC(=O)Nc3cc(C)on3)n[nH]2)cc1 shows 5%
# Under RECQ1 inh, CN(CC(=O)Nc1ccc(F)c(F)c1)S(=O)(=O)c1cccc2nsnc12 shows -5%
# Under RGS12 GoLoco inh, O=C(CCl)c1ccc(Cc2ncc(C(F)(F)F)cc2Cl)s1 shows 7%
# Under GAA glycogen mod, CCCn1c(NCc2ccccc2NS(=O)(=O)c2ccc(C)cc2)nc2ccccc21 shows -9%
# Under GAA spleen mod, COc1nc(-c2ccccc2)ccc1-c1noc(COc2ccccc2)n1 shows -5%

# The results go on.
SMILES,L3MBTL1 block,RECQ1 inh,RGS12 GoLoco inh,TRb-SRC2 inh,TexasRed fluor,GAA glycogen mod,GAA spleen mod,GAA inhib
N#C/C(=C\Nc1ccc2cn[nH]c2c1)c1nc(-c2ccc(Cl)cc2)cs1,nt,-11%,82%[activator],71µM*,?,7%,5%,-1%
C=CCSc1ncccc1C(=O)O,3%,1%,-5%,-7%,-2%,3%,-1%,-6%
NS(=O)(=O)c1ccc2nc(NC(=O)c3ccc(Br)o3)sc2c1,nt,i,18%,0%,-3%,3%,-7%,-12%
COc1ccc(C)cc1S(=O)(=O)n1nc(C)cc1C,2%,i,4%,4%,-1%,-2%,-4%,3%
CCOC(=O)c1cnn(CCOC(=O)c2cccs2)c1NC(=O)c1cccs1,12%,-2%,nt,3%,3%,-16%,2%,0%
O=C(COC(=O)c1oc2ccccc2c1CSc1ccc(Cl)cc1)NC1CCCC1,86%[activator],-9%,5%,-2%,1%,-2%,-14%,-7%
COc1ccc2nc(C)cc(SCC(=O)N/N=C/c3c(OC)ccc4ccccc34)c2c1,1%,8%,118%[activator],13%,-2%,1%,-8%,6%
Cn1c(=O)[nH]c(=O)c2c1nc(N1CCN(CCO)CC1)n2CCSc1nc2ccccc2s1,nt,-11%,12%,-11%,-1%,-2%,-3%,0%
Nc1c(S(=O)(=O)O)cc(Nc2cccc3ccccc23)c2c1C(=O)c1ccccc1C2=O,nt,22µM*,nt,-7%,-27%,nt,-4%,nt
Nc1cc(=O)nc(SCC(=O)NCc2ccccc2)n1CCc1ccccc1,-6%,-5%,3%,3%,-4%,3%,1%,-7%
CSc1sc(C(=O)NCC2CC2)c(-c2cccs2)c1C#N,3%,-5%,1%,-9%,-1%,4%,0%,-8%[15.4 µM]
COC(=O)c1ccc(NC(=O)C2CCCN(S(C)(=O)=O)C2)cc1 (centres undefined),11%,2%,-20%,-2%,0%,1%,-16%,-2%
CC(=O)Nc1cccc2c1C(=O)NC2=O,nt,12%,4%,-14%,1%,7%,?,?
CCOC(=O)N1CCC(N2CC34C=CC(O3)C(C(=O)O)C4C2=O)CC1 (centres undefined),3%,i,35%[activator],-27%,0%,8%,-3%,-1%
CCOC(=O)C(NC(=O)NCc1ccccc1OC)(OCC)C(F)(F)F (centres undefined),7%,-7%,-1%,8%,-19%,15%,4%,-6%
CC(=O)Nc1cccc(C(=O)OCC(=O)c2ccccc2Cl)c1,6%,i,-2%,1%,-3%,8%,-1%,-6%
O=c1[nH]c2cc3c(cc2cc1CN(CC1CCCO1)S(=O)(=O)c1ccc(Cl)cc1)OCCO3 (centres undefined),nt,i,1%,-17%,3%,8%,1%,-1%
C/C=C1\C2C=C(C)CC1(N)c1ccc(=O)[nH]c1C2 (centres undefined),nt,-11%,7%&-12%,8%&2%,1%&-2%,nt,-7%&2%,nt
CC(C)(C)c1ccc(-c2noc(CCC(=O)N3CCOCC3)n2)cc1,-6%,-2%,4%,-7%,-2%,5%,nt,-7%
Cn1c(=O)c2c(ncn2CC(COCc2ccc(Cl)cc2)OCc2ccc(Cl)cc2)n(C)c1=O (centres undefined),nt,-2%,3%,-4%,0%,-2%,1%,-7%
Cc1ccccc1Nc1c(-c2cccnc2)nc2cccc(C)n12,nt,3%,2%,2%&2%,-2%&-2%,?,-1%,-3%
Cc1ccc(C)c(Nc2nc(N)c3ccccc3n2)c1,4%,i,4%,-4%,2%,3%,2%,5%
Cc1ccccc1N/C(SCc1ccc(Cl)cc1)=C(/C#N)C(=O)NCc1ccco1,-10%,-1%,2%,1%,2%,-8%,0%,-4%
CCC(C)NC(=O)CCC(=O)Nc1ccc2nc(N3CC(C)CC(C)C3)cc(C)c2c1 (centres undefined),nt,-1%,5%,5%,-1%,-5%,10%,?
O=C(CCCC(=O)N(CC(=O)NC1CCCC1)Cc1ccccc1Cl)Nc1ccccn1,9%,-6%,1%,-3%,-1%,2%,-5%,-8%
CC(C)C1Cc2c(sc3c2c(=O)n(-c2ccccc2)c2n[nH]c(=S)n32)CO1 (centres undefined),nt,-4%,-22%,-9%,-2%,?,-6%,nt
O=C1NC(=O)/C(=C/C(=O)N2CCOCC2)S1,5%,i,5%,4%,-2%,-7%,6%,11%
